ALOX12 inhib: blocks human 12-lipoxygenase activity; P18054; AID 1452; 150,000 tested, 0.12% active; Potency, µM (top dose mostly 57.1 µM), without a hit: at the highest dose activity change, negative = inhibition, actives largely listed as inhibitors; purified 12-hLO, xylenol orange hydroperoxide absorbance; note: potency is the fitted concentration of half-maximal effect; nearly all actives have a fitted effect of over 55% in size; many of its hits are not listed in these tables
Target sequence (P18054 whole entry, looked up): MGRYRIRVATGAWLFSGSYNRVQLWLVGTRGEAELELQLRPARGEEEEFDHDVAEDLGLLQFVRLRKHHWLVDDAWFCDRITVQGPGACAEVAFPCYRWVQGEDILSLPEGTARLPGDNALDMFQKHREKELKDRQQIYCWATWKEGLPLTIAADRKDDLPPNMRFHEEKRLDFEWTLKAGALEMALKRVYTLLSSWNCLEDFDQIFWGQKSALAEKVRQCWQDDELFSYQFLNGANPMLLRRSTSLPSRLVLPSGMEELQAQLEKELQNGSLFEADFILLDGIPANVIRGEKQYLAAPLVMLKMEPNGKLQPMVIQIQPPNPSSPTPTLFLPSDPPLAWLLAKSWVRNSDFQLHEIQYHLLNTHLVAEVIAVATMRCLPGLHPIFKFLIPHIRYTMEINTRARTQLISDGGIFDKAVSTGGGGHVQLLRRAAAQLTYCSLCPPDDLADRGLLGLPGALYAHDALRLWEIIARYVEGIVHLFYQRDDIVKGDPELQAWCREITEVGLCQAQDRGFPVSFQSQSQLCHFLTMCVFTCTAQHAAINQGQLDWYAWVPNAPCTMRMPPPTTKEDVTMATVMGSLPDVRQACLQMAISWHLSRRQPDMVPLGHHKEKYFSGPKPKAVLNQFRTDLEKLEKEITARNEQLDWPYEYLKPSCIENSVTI
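Lipoxygenase turnover measured by absorbance at 573 and 405 nm after Fe-XO development. Human 12hLO 150 nM, arachidonate 40 uM, pH 7.0 Hepes buffer with detergent; 15 min compound preincubation, 30 min reaction.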
PNC assembly inh: inhibitors of perinucleolar compartment assembly; PC3M PTB-GFP, PNC prevalence imaging, 16 h; stronger effect = lower value; activity change (PNC), negative = inhibition, % at 10 µM; 140,000 tested, 3.1% active; AID 2417;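 active = readout at or below -70, meaning at least 70% loss of cells showing the perinucleolar compartment, a nuclear body marking cancer cells; inconclusive = readout between -30 and a set limit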;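 note: plate controls were DMSO wells for no effect and camptothecin positive control wells for full effect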
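PC3M cells stably expressing PTB-GFP, 750–1000 cells/well, treated 16 h at 37 °C with compound (23 nl of library stock), in duplicate. After paraformaldehyde fixation and Hoechst stain, imaged at 20x; PNC prevalence scored by image analysis.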
15-hLO-2 inh: blocks human 15-lipoxygenase 2 activity | 110,000 tested, 0.56% active | purified 15hLO-2, xylenol orange hydroperoxide absorbance | Potency, µM (highest dose often 57.1 µM), for the others: top-dose activity change, negative = inhibition, most hits filed as inhibitors | O15296; note: potency is the fitted concentration of half-maximal effect; nearly all actives have a fitted effect of over 60% in size; many of its hits are not listed in these tables
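Screening format was qHTS against 50 nM purified 15hLO-2 in Hepes pH 7.5 with detergent. Activity follows hydroperoxide formation from 45 uM arachidonic acid, measured as 573:405 nm absorbance ratio of the ferric-xylenol orange complex.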
IMPase inh: cell-permeable inhibitors of inositol monophosphatase (IMPase). CHO-M1 cells, IP1 accumulation, HTRF TR-FRET ratio. AID 901. P97697. 120,000 tested, under 10 active. inhibition (IP1 accumulation), % at 46.1 µM; active = well fitted curve in the direction sought with a large enough effect in the signal ratio, not every such curve was filed as active; inconclusive = small, poorly fitted or top-dose-only effect, or a change in a side signal; inactive = no such curve, though single readings can be large or run the other way; the % refers to the signal ratio;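 note: cells stimulated with carbachol in lithium chloride buffer; plate controls were DMSO basal wells for no effect and reference inhibitor wells for full effect; higher means more IMPase inhibition seen as more IP1 and lower FRET ratio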
Target sequence (P97697 whole entry, looked up): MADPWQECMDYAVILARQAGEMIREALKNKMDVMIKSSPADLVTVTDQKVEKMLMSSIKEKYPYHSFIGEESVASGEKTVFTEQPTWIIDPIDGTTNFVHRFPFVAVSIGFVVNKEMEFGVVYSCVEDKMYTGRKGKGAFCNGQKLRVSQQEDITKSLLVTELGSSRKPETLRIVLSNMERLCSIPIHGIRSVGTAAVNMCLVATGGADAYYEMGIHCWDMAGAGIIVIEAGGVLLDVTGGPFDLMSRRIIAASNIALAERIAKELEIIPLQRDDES
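CHO-M1 cells (CHO stably expressing M1 receptor), compound up to 46 uM final, stimulated with carbachol (50 uM as added) in buffer with 50mM LiCl, pH 7.4, 30 min at 37C. Cytosolic IP1 read by TR-FRET; AC50 from Hill fits.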
Starred values were filed as active, the others as inactive; ? = inconclusive; · = not tested or not shown; [ ] = dose if it differs, or a comment. Unless noted, calls come from the whole dose curve; as a rule, active = well fitted curve in the direction sought with a large enough effect; inconclusive = small, poorly fitted or top-dose-only effect, or another doubt; inactive = no such curve, though single readings can be large; an effect the other way counts as inactive or inconclusive. Unless noted, % is set by controls: 0 for no effect and ±100 for the full control effect.

Below each SMILES: 15-hLO-2 inh	PNC assembly inh	IMPase inh	ALOX12 inhib
Nc1ccc(S(=O)(=O)Nc2nccs2)cc1
  -17%	·	2[20.6 µM]	-3%
CCn1c(N2CCN(S(=O)(=O)c3ccccc3C(F)(F)F)CC2)nc2ccccc21
  19%	55	14	-5%
CC(C)(C)C(=O)/C(C#N)=c1\s/c(=C\c2ccncc2)c(=O)n1CCCN1CCOCC1
  -3%	2	-1	-6%
Cn1cc(S(=O)(=O)NCc2cccs2)c(=O)n(C)c1=O
  -2%	?	1	-3%
CCc1nnc(NC(=O)C2CCCN2S(=O)(=O)c2ccccc2)s1 (stereo unspecified)
  ·	1	8	-1%
CCn1cc(CNC(=O)c2ccc(Cl)c([N+](=O)[O-])c2)c(C)n1
  ·	14	-11	-4%
COC(=O)c1cn(NC(=O)Cc2ccc(Cl)cc2)c(=O)c2ccccc12
  ·	?	·	-4%
CCC(=O)n1nc(-c2ccccc2)nc1SCC(=O)Nc1ccc(C)cc1
  ·	72	4	-5%
O=C1CN(C(=O)CSc2nnc(-c3ccccc3)n2Cc2ccc3c(c2)OCO3)c2ccccc2N1
  2%	-8	12	-5%
O=C(NC1CCSC1=O)c1ccccc1 (stereo unspecified)
  6%	56	4	1%
Cc1nc2ccccc2nc(C)c1=NO
  ·	-2	8	-1%
O=C(CN1CCOc2ccccc21)NC1CCN(Cc2ccccc2)CC1
  14%	33	15	7%
CCCS(=O)(=O)N1CCCC(C(=O)NCCN(CC)c2ccccc2)C1 (stereo unspecified)
  -1%	-28	1	-2%
Cc1cc(C)n(C(=O)c2ccc(NC(=O)C3CC3)cc2)n1
  -2%	5	7	-3%
CCSC1=C(C#N)C(c2ccccc2Cl)CC(=O)N1 (stereo unspecified)
  -8%	-10	-1	-2%
CCn1nc(C)c(/C=N\NC(=O)c2ccc3c(c2)OCO3)c1C
  -10%	?	4	4%
CCc1ccc(Nc2cnn(-c3nc4ccccc4s3)c(=O)c2Cl)cc1
  ·	-5	·	-1%
Nc1cccnc1Sc1ccc(Cl)cc1
  1%	?	6	2%
Cc1occc1C(=O)N1CCN(S(C)(=O)=O)CC1
  ·	-5	3	-1%
CN1C2CCC1/C(=C\c1ccccc1Cl)C(=O)/C2=C\c1ccccc1Cl
  14%	-11	?	-1%
COC(=O)[C@@H]1C[C@H]2CC[C@H](O)C[C@H]2N1Cc1ccc(C)s1
  -7%	·	·	3%
CCOC(=O)c1c(N)sc2c(NC(C)=O)cccc12
  10%	?	7	-3%
CC(=O)N1CC(C)c2scc(C)[n+]2-c2ccccc21 (stereo unspecified)
  ·	34	·	2%
Cc1c(Cl)c([N+](=O)[O-])nn1CCCC(=O)NC(C)c1ccccc1 (stereo unspecified)
  ·	-83*	-2	3%
CCOC(=O)CSc1ncc(OC)c(Sc2ccc(OC)cc2)n1
  ·	21	18	5%
O=C(NNC(=O)C1CCN(Cc2ccccc2)CC1)c1cccc(Cl)c1
  8%[11.4 µM]	5	-1[1.84 µM]	2%
O=C(N/N=C/c1cc2cc3c(cc2nc1Cl)OCCO3)c1ccccc1O
  ·	?	·	-4%
CC(=O)C1=C(C)NC(SCC(=O)c2cc(Cl)ccc2Cl)=C(C#N)C1c1ccco1 (stereo unspecified)
  -23%	-20	7	-29%
O=S(=O)(Nc1nccs1)c1cc(Cl)ccc1Cl
  -10%	-22	2	-3%
COC(=O)c1ccc(NC(=S)N2CCN(Cc3cccc(C)c3)CC2)cc1
  10%	-25	0	-11%
NCCSc1nc2ccccc2s1
  9%[11.4 µM]	·	·	4%[11.4 µM]
O=S(=O)(Nc1ncccc1O)c1ccc(Cl)cc1
  8%	38	4	-2%
CS(=O)(=O)Nc1ccccc1C(=O)NC1CC2CCC1C2 (stereo unspecified)
  -1%	?	2	3%
Cc1ccc(S(=O)(=O)C(C#N)c2nc3ccccc3nc2N2CCCCC2)cc1 (stereo unspecified)
  -23%	-26	-1	-9%
CCCCS(=O)(=O)/C=C\C=C/S(=O)(=O)CCCC
  -12%	?	9	2%
CN(NC1CC(=O)N(c2ccccc2)C1=O)c1ccccc1 (stereo unspecified)
  ·	?	-2	-2%
C/C=C/c1ccc(OCCCCOc2ccccc2C(C)=O)c(OC)c1
  ·	29	·	-1%
CCn1c(/C=C/Nc2ccccc2)[n+](CC)c2cc(Cl)c(Cl)cc21
  ·	-96*	·	-1%
Cc1ccc(S(=O)(=O)N2CCCCC2)cc1NC(=O)COC(=O)c1ccc2c(c1)OCO2
  ·	?	·	0%
COc1ccc(Br)c2oc(S)cc(=O)c12
  ·	42	·	2%
Fc1ccc(Nc2ncnc3sc4c(c23)CCC4)cc1F
  ·	?	10	3%
O=C(NCc1ccco1)C(c1ccccc1)N(CC1CCCO1)C(=O)Cn1nnc2ccccc21 (stereo unspecified)
  -4%	-8	9	6%
COc1cccc(NS(=O)(=O)c2ccc3[nH]cc(C(=O)N(C)Cc4ccco4)c(=O)c3c2)c1
  -3%	27	-5	-1%
CCn1c(C)csc1=NC(=O)c1ccccc1
  0%	1	0	1%
CCOC(=O)c1ccc(NC(=O)COc2ccc(S(=O)(=O)NC(C)(C)C)cc2)cc1
  ·	?	0	1%
COc1ccc(CCNc2c(C)c(C)nc3ncnn23)cc1
  -1%	64	13	-3%
CC(c1ccccc1)n1c(NCCCn2ccnc2)nc2c1c(=O)[nH]c(=O)n2C (stereo unspecified)
  2%	?	5	-4%
CN1/C(=C\C=[N+](C)c2ccccc2)C(C)(C)c2ccccc21
  -26%	-24	6	-6%
CC(C)CCN1CC(O)=C(c2nc(-c3ccc(Cl)cc3)cs2)C1=N
  -14%	22	6	-1%
COC(=O)c1ccc(Cn2nc(C)cc2C)cc1
  4%	17	-4	-1%
Nc1nnnn1/N=C/c1cc(Cl)cc(Cl)c1OCc1ccc(Cl)cc1Cl
  15%	4	2	-6%
CCCCNCCOCCOc1ccc(Cl)cc1Br
  ·	11	·	-2%
CCOC(=O)c1c(NC(=O)CSc2nncn2C)sc(C)c1C
  2%	-81*	1	2%
COc1ccccc1NC(=S)NC1CCCCCC1
  ·	-22	-6	-20%
Cc1ccc(C(=O)N(Nc2nc3ccccc3s2)C(=O)c2ccc(C)cc2)cc1
  ·	-17	·	-1%
COc1ccc(S(=O)(=O)N/N=C(/C)c2ccc(Cl)cc2)cc1
  -4%	66	-1	-6%
CC(C)(C)c1ccc(OCC(O)CS(=O)(=O)c2ccccn2)cc1 (stereo unspecified)
  2%	-8	4	-7%
Cc1cccc(CSc2ccc3nnc(-c4cccs4)n3n2)c1
  ·	-27	-6	1%
Cc1ccc(S(=O)(=O)NCCCCCC(=O)Nc2cccc(C)c2)cc1
  ·	51	·	-6%
CC(C)NC(=O)CN(Cc1ccccc1)S(=O)(=O)c1ccccc1
  -5%	-14	6	-4%

Later entries:
Below each SMILES: 15-hLO-2 inh	PNC assembly inh	IMPase inh	ALOX12 inhib
Cc1cc(C(=O)CSc2nc3ccccc3[nH]2)c(C)n1C
  -3%	-9	-2	2%
O=C(C(NS(=O)(=O)c1cccs1)c1ccccc1)N1CCN(c2ccccc2F)CC1 (stereo unspecified)
  -1%	?	0	0%
O=C(Nc1ncn[nH]1)c1ccc(Cl)c(S(=O)(=O)Nc2ccc(Cl)cc2)c1
  ·	-15	·	?
Cc1[nH]c(=O)[nH]c(=O)c1CSc1nnc(CCCCCNC(=O)OC(C)(C)C)o1
  0%	10	-2	-1%
O=C1C=C(NCc2ccco2)C2(CCCCC2)O1
  3%	5	-9	2%
COc1ccccc1OCCCCNC(C)(C)C
  11%	29	2	-2%
CC/C(=C/c1sc2ccccc2[n+]1CC)SC
  ·	21	·	-1%
CCOC(=O)n1c(=O)n(Cc2ccccc2)c2ccccc21
  -3%[11.4 µM]	15	?	-3%
O=C(CCc1nc2ccccc2[nH]1)N1CCc2ccccc2C1
  ·	-91*	·	5%
COC(=O)CCC(=O)COc1ccccc1C#N
  -6%	9	1	-1%
CCOc1ccc(-c2cc(N)n(S(=O)(=O)c3ccc(OC)cc3)n2)cc1
  4%	34	12	-11%
COc1cc2c(cc1NS(=O)(=O)N1CCCC1)oc1ccccc12
  -5%	31	7	-3%
Cc1cc(C)c2cc(CN(CCN3CCCC3)C(=O)Nc3ccc(F)cc3)c(=O)[nH]c2c1
  41%[activator]	?	?	?
Nc1nc(Sc2ccc(C(F)(F)F)cc2[N+](=O)[O-])n[nH]1
  2%	12	0	4%
O=C(NN1C(=O)c2ccccc2NC1c1ccccc1OCc1ccccc1)c1ccncc1 (stereo unspecified)
  1%	7	-6	-2%
COc1ccc2c(c1)CCc1c(C(=O)NCc3ccco3)noc1-2
  -2%	6	14	-5%
O=C(NCCc1c[nH]c2ccccc12)C(=O)NCC(c1ccco1)N1CCN(c2ccc(F)cc2)CC1 (stereo unspecified)
  ·	6	2	0%
CCOc1cc(C)c(S(=O)(=O)NC2CCCCC2)cc1C
  -14%	13	16	-15%
Cc1cc2n(n1)C(c1ccc3c(c1)OCO3)Nc1c(C)cccc1-2 (stereo unspecified)
  1%	-24	4	-16%
Cn1c(N)c(C(=O)COC(=O)CNS(=O)(=O)c2cccc(Cl)c2)c(=O)n(C)c1=O
  ·	5	·	-1%
CC(C)OCCCN(CC(O)c1ccccc1)CC(O)c1ccccc1 (stereo unspecified)
  ·	?	·	-4%
COc1ccc(-n2c(Cc3cc(=O)[nH]c(=O)[nH]3)nnc2SCC(=O)Nc2ccccc2)cc1
  2%	57	-3	2%
Cc1cc(C(=O)N/N=C/c2ccc(-c3cccc(Cl)c3Cl)o2)n[nH]1
  ·	22	-10	-3%
O=c1oc2ccccc2cc1-c1csc(NN=C2CCCC2)n1
  ·	15	·	0%
COc1ccc(NS(=O)(=O)Cc2ccccc2Cl)cn1
  11%	?	10	-8%
COC(=O)[C@H](CCSC)NC(=O)Nc1ccc(OC)cc1OC
  -6%	6	5	7%
COCc1cc(C)nc(NC2CCCCC2)c1C#N
  5%	-30	-2	0%
O=C(CSc1nc2ccccc2c(=O)n1CCCC(=O)N1CCCC1)NCc1ccco1
  -9%	52	4	1%
C=CCNC(=O)C1CC(=O)N(c2ccc(OCC(=O)Nc3ccccc3)cc2)C1 (stereo unspecified)
  -4%	42	4	2%
C=CCn1c(=O)/c(=C/c2ccc(C)o2)s/c1=C(/C#N)C(=O)c1ccccc1
  -18%	3	3	-11%

Copied from the list:
IMPase inh, `COc1ccc(NS(=O)(=O)Cc2ccccc2Cl)cn1` reads 10
PNC assembly inh, `Cn1c(N)c(C(=O)COC(=O)CNS(=O)(=O)c2cccc(Cl)c2)c(=O)n(C)c1=O` reads 5

Going on with the list:
Below each SMILES: 15-hLO-2 inh	PNC assembly inh	IMPase inh	ALOX12 inhib
Cc1cccc(Nc2nc(N)c([N+](=O)[O-])c(N3CCC(C)CC3)n2)c1
  ·	6	·	-2%
O=C(Nc1cccc2ccccc12)N1CC=C(c2ccccc2)CC1
  -10%	20	0	-25%
CNC(=O)c1ccsc1NC(=O)c1sc2ccccc2c1Cl
  ·	9	·	0%
CC1CC(C)CN(C(=O)Cn2c(=O)n(CCCCC(=O)NC3CCCC3)c(=O)c3ccccc32)C1 (stereo unspecified)
  0%	0	13	-2%
COc1ccc(-c2cc(-c3ccccc3)nc(-c3ccc4c(c3)NC(=O)CO4)c2)cc1
  7%	?	1	4%
O=C(Nc1nc(-c2ccc(F)c(F)c2)cs1)c1ccc(OCC2CCCO2)cc1 (stereo unspecified)
  ·	45	4	4%
CC(=O)N1CCc2cc(S(=O)(=O)NCCC(=O)NC3CCCc4ccccc43)ccc21 (stereo unspecified)
  12%	?	-2	4%

Single records (already shown):
Entry for `O=C1C=C(NCc2ccco2)C2(CCCCC2)O1` : 15-hLO-2 inh = 3%; PNC assembly inh = 5; IMPase inh = -9; ALOX12 inhib = 2%
Entry for `COCc1cc(C)nc(NC2CCCCC2)c1C#N` : 15-hLO-2 inh = 5%; PNC assembly inh = -30; IMPase inh = -2; ALOX12 inhib = 0%
